FEN1 inhibitor: qHTS Assay for the Inhibitors of Human Flap endonuclease 1 (FEN1) | P39748 | Recombinant FEN1 flap cleavage, fluorescence, 15 min | Potency, µM (series often up to 114 µM), for inactives: at the top dose activity change, negative = inhibition, hits mostly inhibitors | hit rate 0.35% among 390,000; also: nearly all actives have a fitted effect of over 65% in size
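Potency values derive from four-parameter Hill fits of normalized qHTS data. The reaction used 10 nM FEN1 preincubated 15 min at room temperature with compound, then 50 nM DNA substrate, read at 0 and 15 min.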
KAT2A inh: qHTS Assay for Inhibitors of GCN5L2 | GCN5L2 HAT assay, ThioGlo1 CoA-SH fluorescence | Potency, µM (highest dose often 58.9 µM), for the others: at the highest dose activity change, negative = inhibition, most hits filed as inhibitors | hit rate 0.21% among 390,000 | AID 504327, 2011
Target sequence (Q92830 whole entry, looked up): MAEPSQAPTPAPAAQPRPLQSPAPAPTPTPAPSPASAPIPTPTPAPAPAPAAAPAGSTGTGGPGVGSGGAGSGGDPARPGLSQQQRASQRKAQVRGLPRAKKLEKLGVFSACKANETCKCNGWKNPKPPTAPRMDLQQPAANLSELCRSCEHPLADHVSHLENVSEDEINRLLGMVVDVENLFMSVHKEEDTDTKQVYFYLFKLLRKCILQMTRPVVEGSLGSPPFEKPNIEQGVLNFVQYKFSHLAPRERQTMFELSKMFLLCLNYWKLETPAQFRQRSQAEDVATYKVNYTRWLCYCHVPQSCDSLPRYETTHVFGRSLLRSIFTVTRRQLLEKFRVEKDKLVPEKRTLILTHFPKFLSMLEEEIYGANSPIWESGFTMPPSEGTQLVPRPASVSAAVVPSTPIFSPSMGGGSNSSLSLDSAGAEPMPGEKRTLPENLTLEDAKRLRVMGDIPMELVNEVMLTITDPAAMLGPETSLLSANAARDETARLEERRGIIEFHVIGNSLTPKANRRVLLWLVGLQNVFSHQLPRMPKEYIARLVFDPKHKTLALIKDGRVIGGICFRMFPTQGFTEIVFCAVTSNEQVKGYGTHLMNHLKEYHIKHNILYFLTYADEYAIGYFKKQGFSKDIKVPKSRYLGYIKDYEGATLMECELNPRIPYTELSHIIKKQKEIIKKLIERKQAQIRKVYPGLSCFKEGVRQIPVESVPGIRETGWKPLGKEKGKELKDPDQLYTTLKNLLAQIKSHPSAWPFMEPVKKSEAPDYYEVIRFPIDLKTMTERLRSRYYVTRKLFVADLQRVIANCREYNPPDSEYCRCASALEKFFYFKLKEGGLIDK
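qHTS, 1536-well. 20nM enzyme, pH 7.5 HEPES/EDTA/Tween-20 buffer; 15 min compound preinc., RT. Start: 75uM H3(1-25), 70uM AcCoA, 50uM ThioGlo1. Read Ex340/Em540 at t=0 (autofluorescence flag) and t=20 min.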
N370S GC mod: qHTS Assay for Inhibitors and Activators of N370S glucocerebrosidase as a Potential Chaperone Treatment of Gaucher Disease; hit rate 0.092% among 330,000; Lysosomal acid glucosylceramidase (Homo sapiens), P04062; N370S GC spleen homogenate, 4MU-glucoside fluorescence; Potency, µM (series often up to 59.4 µM), without a hit: top-dose activity change, negative = inhibition, actives largely listed as inhibitors;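 also: 0% = full enzyme activity and -100% = no enzyme basal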
The depositor's hits bear a star; ? = inconclusive; . = not tested or not shown; & = joins results of further samples; [ ] = remark or other dose. Calls follow the shape of the dose curve; as a rule, active = well fitted curve in the direction sought with a large enough effect; inconclusive = small, poorly fitted or top-dose-only effect, or another doubt; inactive = no such curve, though single readings can be large; an effect the other way counts as inactive or inconclusive. Unless noted, % is scaled to controls: 0 for no effect and ±100 for the full control effect; potency is read from the fitted curve at half-maximal effect. An excerpt (hit frequency here may not be typical).

SMILES	FEN1 inhibitor	KAT2A inh	N370S GC mod
CC(=O)c1cccc(NC(=O)C(C)OC(=O)c2cccc(-n3cnnn3)c2)c1 (stereo not given)	-13%	1%	-3%
COc1ccc([C@@H]2CC=C(C(=O)O)[C@H](c3ccc(F)cc3)N2S(=O)(=O)c2ccc(C)cc2)cc1OC	11%	-7%	2%
CC1CCCCN1Cc1c(O)ccc2c(=O)c(-c3nc4ccccc4s3)coc12 (stereo not given)	1%	1%	-17%
CC(=O)c1cccc(OCC(=O)Nc2ccccc2N2CCOCC2)c1	1%	-9%	.
Cc1ccc(C)c(-c2csc(Nc3ncccn3)n2)c1	-4%	-27%	-2%
O=C(O)Cn1nnnc1SCC(=O)Nc1ccccc1F	25%	-1%	-20%
COc1cccc(N2CC(NC(=O)c3cccc(OC)c3OC)CC2=O)c1 (stereo not given)	16%	-2%	.
CSCCC(NC(=O)c1ccco1)C(=O)NCc1ccc2c(c1)OCO2 (stereo not given)	3%	-10%	-6%
CCC1(c2ccccc2)NC(=O)N(CC(=O)Nc2ccccc2N2CCCCC2)C1=O (stereo not given)	-13%	-20%	-12%
CCNC1CCS(=O)(=O)C1 (stereo not given)	-5%	0%	2%
CCN(CCn1cccn1)Cc1c(C(=O)N2CCCCCCC2)nc2ccc(Cl)cn12	0%	-2%	7%
O=c1c(-c2ccccc2)nc2cncnc2n1C1CC1	.	-6%	16%
COCCN(C(=O)Cc1ccc(OC)c(OC)c1)c1nc(-c2cc(OC)ccc2OC)cs1	1%	-4%	-2%
O=C(Cc1n[nH]c(=O)c2ccccc12)OCC(=O)c1ccc2c(c1)OCCO2	0%	-5%	5%
C/C(CC(=O)Nc1ccc(F)cc1)=N\NC(=O)COc1ccccc1	2%	-4%	-3%
COc1ccc(-n2cc(CNCCN3CCOC3=O)c(-c3ccccc3Cl)n2)cc1	-6%	1%	4%
CC(C)(CNC(=O)c1ccc(Cl)c(S(=O)(=O)N2CCc3ccccc3C2)c1)N1CCOCC1	-12%	-1%	?
Nc1cccnc1S(=O)(=O)c1ccccc1	22%	0%	2%
COc1ccc(Br)cc1C(=O)Nc1ccc(C(=O)O)cc1	15%	1%	6%
O=C(CSc1nnc(SCc2cccc3ccccc23)s1)Nc1ccc(C(=O)O)cc1	-5%	-2%	1%
CCn1cc(S(=O)(=O)NC(C)c2cc(OC)ccc2OC)cn1 (stereo not given)	1%	-15%	-13%
Cc1c(C(=N)C(C#N)C#N)c(=N)oc2c1ccc1ccccc12	-4%	1%	30%
COc1cccc(C=O)c1OCCN1C(=O)c2ccccc2C1=O	-6%	4%	-15%
Cc1ccc(-n2cccn2)c(CN2CCCC(CNC(=O)c3ccc(F)cc3)C2)c1 (stereo not given)	-2%	-1%	-2%
CN(c1ccccc1)S(=O)(=O)c1cccc(NC(=O)CSc2n[nH]c(N)n2)c1	3%	-5%	2%
CCN(CC)c1ccc(NC(=O)Nc2cccc3ccccc23)cc1	5%	19%	8%
Cc1cc(C(F)F)nn1CC(=O)NC1CCCC1	6%	1%	-1%
CN(CC(=O)Nc1cccc(F)c1)C(=O)CCCc1nc2ccccc2c(=O)[nH]1	1%	-6%	1%
COCCNC(=O)c1c[nH]n2c(=O)cc(C3CCN(C(=O)OC(C)(C)C)CC3)nc12	15%	-7%	-4%
Cc1ccc(-c2nn(C)c(=O)c3ccccc23)cc1S(=O)(=O)N1CCOCC1	0%	1%	-9%
NNc1cc(C(=O)O)ccc1Cl	6%	-12%	-10%
O=C1/C(=C/c2cccc(O)c2)SC(=S)N1CC1CCCO1 (stereo not given)	-1%	-3%	-2%
CC(Oc1ccccc1)C(=O)N1CCN(c2ccc(N3CCCCCC3)nn2)CC1 (stereo not given)	-6%	0%	5%
COCCNC(=O)c1ccc2c(c1)ncn2-c1cc(C)ccc1OC	8%	4%	.
Cc1ccc(S(=O)(=O)N2CCN(Cc3ccco3)CC2)cc1C	-3%	-10%	-3%
O=C(CN(Cc1ccco1)C(=O)CCC(=O)Nc1ccccn1)NCCc1ccccc1	-1%	-1%	1%
O=C(Nc1cc(Cl)ccn1)C1CCN(S(=O)(=O)c2cccs2)CC1	-9%	0%	1%
CC(C)(C)c1ccc(C(=O)Nc2ccc(O)c3c(=O)cc(-c4ccccc4Cl)oc23)cc1	-16%&-11%	-5%	-1%&9%
CCOc1ccc2nc(C)cc(Nc3cccc([N+](=O)[O-])c3)c2c1	-8%	-6%	-11%
Cc1ccccc1Cc1c(C)nc2nc(SCC(=O)NCCCN3CCCC3)nn2c1C	3%	-5%	-4%
CCC(=O)Nc1ccc(NC(=O)CCc2ccccc2)cn1	-3%	-13%	4%
O=C1CC(c2cc(F)cc(F)c2)c2cc3c(cc2N1)OCO3 (stereo not given)	-9%	0%	.
CCn1c(SCC(=O)Nc2ccccc2F)nc2c(c1=O)SC(C)C2 (stereo not given)	-7%	-3%	?
CC1CCc2c(C(=O)NCc3ccccn3)csc2C1 (stereo not given)	-2%	0%	8%
COc1ccc(/C=C/C(=O)NNC(=O)c2ccncc2)c(OC)c1	-1%	4%	.
COc1ccc(C)cc1S(=O)(=O)N(CC(=O)Nc1cccc([N+](=O)[O-])c1)c1ccccc1	-16%	-3%	-10%
Cc1ccc(S(=O)(=O)NNC(=O)CCC(=O)Nc2ccc(C)c(C)c2)cc1	1%	-2%	-20%
CC(=O)c1cc(-c2ccccc2)n(CC(=O)NCCc2ccc(C)cc2)c1C	18%	-5%	.
COc1ccc(Cl)cc1NC(=S)N(CCN1CCOCC1)C1CCN(C(C)=O)CC1	-10%	-2%	2%
COc1ccc(NC(=O)CSc2ncn(-c3ccccc3)n2)cc1Cl	3%	-4%	?
CNC(=O)c1csc(-c2cccs2)n1	9%	-13%	-3%
CNC(=S)NNC(=O)c1sc2cc(C(F)(F)F)cnc2c1-c1ccccn1	-2%	-1%	-4%
Cc1cc(NC(=O)CSc2nnc(C3CC3)n2Cc2ccccc2)no1	6%	-3%	3%
O=c1ccc(/C=C/c2ccccc2)nn1Cc1ccc(F)cc1	-3%	-5%	13%
O=c1[nH]c(C2CCCN(S(=O)(=O)Cc3ccccc3)C2)nc2c1nnn2Cc1cccc(Cl)c1 (stereo not given)	2%	-1%	-20%
COc1ccc(C)cc1S(=O)(=O)N1CCN(C(=O)c2ncoc2-c2cccc(C)c2)CC1	-5%	-5%	-4%
CCOC(=O)Nc1nnc(-c2ccccc2OC)s1	0%	0%	1%
COc1cccc(NC(=O)CN(C)C(=O)c2cccnc2Nc2cccc(C(F)(F)F)c2)c1	?	-15%	.
CNC(=O)NC(=O)CSc1nc2ccccc2n1CCOC	2%	-28%	1%
O=C1O[C@@H]([C@@H](O)CO)[C@@H](O)[C@H]1O	.	5%	20%[21.6 µM]

Random excerpt: three records from the list.
SMILES	FEN1 inhibitor	KAT2A inh	N370S GC mod
COc1ccc(C)cc1S(=O)(=O)N1CCN(C(=O)c2ncoc2-c2cccc(C)c2)CC1	-5%	-5%	-4%
CNC(=O)c1csc(-c2cccs2)n1	9%	-13%	-3%
CC(=O)c1cc(-c2ccccc2)n(CC(=O)NCCc2ccc(C)cc2)c1C	18%	-5%	.

Next entries follow:
SMILES	FEN1 inhibitor	KAT2A inh	N370S GC mod
c1ccc(CNn2nnnc2-c2ccccc2)cc1	3%	.	3%
CC(C)NC(=O)C1CCN(C2CCN(C(=O)c3scc4c3CCCC4)CC2)CC1	-4%	-16%	9%
CSc1ccc(/C=C(/NC(=O)c2ccco2)C(=O)NCc2ccco2)cc1	5%	?	-14%
COc1ccc(Cl)cc1NS(=O)(=O)c1ccc2c(c1)NC(=O)CC(=O)N2	-17%	3%	.
CCOc1ccc(C(=O)NC2CCN(CC(=O)NCc3cccs3)CC2)cc1	15%	-2%	1%
COc1ccc(-c2nc(NC(C)=O)sc2-c2ccc(OC)cc2)cc1	-6%	-1%	-11%
O=C(OCCN1CCCCC1)c1ccc(Cl)cc1	6%	-16%	11%
CC(C)CN(CCCNC(=O)c1cc(=O)[nH]c2ccc(S(=O)(=O)N3CCCC3)cc12)CC(C)C	19%	0%	.
O=C(CSCc1ccccc1)Nc1nccs1	2%	-5%	4%
COC(=O)C(Cc1ccccc1)NC(=O)CC(C)CC(=O)Nc1ccc(C)cc1 (stereo not given)	0%	-8%	-8%
CC(C)COc1ccc(CNC(=S)N/N=C/c2ccc([N+](=O)[O-])cc2)cc1	5%	-3%	-4%
CC1CCCC(NC(=O)CN(C)CC(=O)Nc2cccc(F)c2)C1C (stereo not given)	6%	-6%	.
CCOc1ccc(-c2nc(CSc3nnc(N)s3)cs2)cc1OC	-3%	-1%	-1%
Clc1ccc(N=NN2CCOCC2)cc1	-2%	3%	-1%
COc1cccc(C2C=C(c3ccccc3)Nc3c(C(=O)Nc4ccccc4)cnn32)c1OC (stereo not given)	-7%	-8%	.
COC(=O)Nc1c(-c2ccccc2)nc2ccccn12	?	-5%	6%
COc1ccccc1N(CC(=O)N/N=C(\C)c1ccc(F)cc1)S(=O)(=O)c1ccccc1	-5%	1%	.
O=C(O)CCC(=O)Nc1cccc(C(=O)c2ccccc2)c1	22%	1%	2%
CCOC(=O)CNC(=O)N1CCCC(CNS(=O)(=O)Cc2ccccc2)C1 (stereo not given)	19%	0%	8%
CCOC(=O)c1c(NC(=O)COC)sc2c1CCCC2	0%	2%	17%
COc1ccc(S(=O)(=O)N(C)CC(=O)NCCN2CCOCC2)cc1	-12%	-4%	-8%
CCOC(=O)CSc1nc2c(sc(=S)n2Cc2ccco2)c(=O)n1-c1ccccc1	-19%	-29%	9%
COC(=O)c1ccccc1NC(=O)C1COc2ccccc2O1 (stereo not given)	-10%	-17%	?
CCOC(=O)c1cccc(NC(=O)CCNS(=O)(=O)c2cc(Br)cnc2N)c1	1%	-3%	-3%
Cc1nnc(N2CCC(C(=O)NCCc3ccccc3)CC2)c2nn(-c3ccc(Cl)cc3)c(C)c12	-3%	-4%	.
CCN(C[C@H]1N[C@@](CC)(C(=O)OC)[C@H]2C(=O)N(Cc3ccccc3)C(=O)[C@@H]12)S(=O)(=O)c1ccc(F)cc1	?	-7%	.
COc1ccc(OC)c(NC(=O)CSC2=Nc3ccccc3C3=NC(CC(=O)NCc4ccc(F)cc4)C(=O)N23)c1 (stereo not given)	?	-6%	.
O=C(Nc1ccccn1)C1CCN(C(=O)c2ccc(F)cc2)CC1	-3%	-3%	-1%
COCC(C)Nc1ncnc2c1cnn2-c1ccc(Cl)cc1 (stereo not given)	-17%	-4%	5%
c1ccc(C2=Nc3cccnc3C(c3ccccc3)=NN2)cc1	-1%	-11%	-3%
COCCNC(=O)C1CCN(S(=O)(=O)c2c(C)noc2/C=C/c2cccs2)CC1	-4%	-6%	9%
C=CC[C@@H](CC(=O)N(CCO)Cc1ccccc1)C(=O)N[C@H](C)COC(=O)[C@@H](CC=C)Cc1ccc(F)cc1	-1%	-2%	.
COc1ccc(CCNC(=O)c2cc3sccc3n2C)cc1OC	8%	-7%	11%
COc1cccc(NC(=O)Cn2c(=O)n(C)c(=O)c3sc4c(c32)COC(C)(C)C4)c1	-1%	1%	3%

6 neighbouring entries from above, for reference:
SMILES	FEN1 inhibitor	KAT2A inh	N370S GC mod
COc1ccc(S(=O)(=O)N(C)CC(=O)NCCN2CCOCC2)cc1	-12%	-4%	-8%
CCOC(=O)CSc1nc2c(sc(=S)n2Cc2ccco2)c(=O)n1-c1ccccc1	-19%	-29%	9%
COC(=O)c1ccccc1NC(=O)C1COc2ccccc2O1 (stereo not given)	-10%	-17%	?
CCOC(=O)c1cccc(NC(=O)CCNS(=O)(=O)c2cc(Br)cnc2N)c1	1%	-3%	-3%
Cc1nnc(N2CCC(C(=O)NCCc3ccccc3)CC2)c2nn(-c3ccc(Cl)cc3)c(C)c12	-3%	-4%	.
CCN(C[C@H]1N[C@@](CC)(C(=O)OC)[C@H]2C(=O)N(Cc3ccccc3)C(=O)[C@@H]12)S(=O)(=O)c1ccc(F)cc1	?	-7%	.

Compound activity deposited in PubChem by National Center for Advancing Translational Sciences (NCATS).
